# AmpC detergent – blocks E. coli AmpC beta-lactamase in detergent assay. Potency, µM (doses to about 114 µM), for inactives: top-dose activity change, negative = inhibition, hits mostly inhibitors. AmpC hydrolysis of nitrocefin, absorbance 480 nm, 0.01% Triton. 370,000 compounds, 0.041% hits;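 note: potency is the fitted concentration of half-maximal effect; 0% = no-compound wells and -100% = no-enzyme wells; nearly all actives have a fitted effect of over 25% in size; some results filed as inactive show a strong effect at the top dose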
# Target sequence (P00811 whole entry, looked up): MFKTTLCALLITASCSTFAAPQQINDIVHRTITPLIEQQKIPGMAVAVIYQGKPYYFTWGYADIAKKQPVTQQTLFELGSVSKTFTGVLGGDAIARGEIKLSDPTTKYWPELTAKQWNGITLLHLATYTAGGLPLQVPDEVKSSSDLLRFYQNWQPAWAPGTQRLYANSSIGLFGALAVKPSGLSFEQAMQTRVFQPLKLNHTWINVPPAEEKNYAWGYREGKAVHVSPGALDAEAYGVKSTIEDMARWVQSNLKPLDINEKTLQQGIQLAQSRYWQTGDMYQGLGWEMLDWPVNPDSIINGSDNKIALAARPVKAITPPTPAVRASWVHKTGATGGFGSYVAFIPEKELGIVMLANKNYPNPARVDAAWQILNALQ
#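 20 mM phosphate pH 7.0 + 0.01% (detergent screen) or 0.0001% Triton X-100; 5.3 nM AmpC reagent; cpd preinc 15 min RT; nitrocefin (800 uM stock) to start; A480 q20 s × 4 min; Activity was normalised to no-enzyme and no-compound control wells.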
# Sm TGR block – inhibitors of Schistosoma mansoni thioredoxin glutathione reductase; Potency, µM (top dose mostly 114 µM), inactives show top-dose activity change, negative = inhibition, actives largely listed as inhibitors; 360,000 compounds, 3% hits; purified TGR, DTNB reduction, TNB absorbance 405 nm; note: potency is the fitted concentration of half-maximal effect; nearly all actives have a fitted effect of over 60% in size
#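 First, TGR (20 nM dispensed) and NADPH were mixed with compound. Second, a 15 min room-temperature incubation followed. Third, further NADPH and then DTNB were added to start the reaction. Finally, TNB absorbance was monitored kinetically.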
# HCMV inh – inhibitors of human cytomegalovirus | 410,000 compounds, 4.5% hits | activity change, negative = inhibition, % at 57.5 µM | HFF cells, HCMV-luciferase reporter, 72 h; stronger effect = lower value; in the data active = activity change below about -60%; inconclusive = no clear call, values can overlap the other calls; inactive = above about -39%
#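 Luciferase read-out from HCMV-luciferase-infected HFFs (MOI 1 PFU/cell) 72 h post infection at 37C; compounds added after 16 h cell attachment; activity normalized between buffer-only basal and Salinomycin (10uM) inhibitor controls.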
# Giardia FBPA inh – Giardia lamblia aldolase inhibition; 290,000 compounds, 0.71% hits; Potency, µM (series often up to 59.6 µM), for the others: at the top dose activity, negative = inhibition, hits mostly inhibitors; purified Giardia FBPA; AID 2451; A8B2U2; note: potency is the fitted concentration of half-maximal effect; nearly all actives have a fitted effect of over 55% in size
# Target sequence (A8B2U2 whole entry, looked up): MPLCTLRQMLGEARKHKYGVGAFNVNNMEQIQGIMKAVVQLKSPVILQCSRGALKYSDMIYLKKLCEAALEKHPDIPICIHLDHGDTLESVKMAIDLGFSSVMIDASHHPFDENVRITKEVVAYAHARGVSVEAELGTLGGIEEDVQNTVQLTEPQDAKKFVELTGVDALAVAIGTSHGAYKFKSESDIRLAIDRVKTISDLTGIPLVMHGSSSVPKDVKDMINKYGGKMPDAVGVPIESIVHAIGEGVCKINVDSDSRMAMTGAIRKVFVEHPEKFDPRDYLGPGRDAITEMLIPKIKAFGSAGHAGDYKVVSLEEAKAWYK
#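 Giardia FBPA (40 nM reagent) was preincubated 10 min at RT with compound (up to 57.5 uM final), then substrate plus GAPDH/TPI/NAD/arsenate coupling system with diaphorase/resazurin was added; resorufin fluorescence (525/598 nm) was read after 20 min.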
# AMA1 RON2 block – inhibitors of Plasmodium falciparum AMA1-RON2 interaction. AlphaScreen AMA1-biotinylated RON2 peptide binding. Potency, µM (top dose mostly 58.2 µM), inactives show at the highest dose activity change, negative = inhibition, usual class: inhibitors. 360,000 compounds, 0.2% hits. AID 720542;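 note: potency is the fitted concentration of half-maximal effect; 0% = vehicle wells and -100% = peptide control; nearly all actives have a fitted effect of over 45% in size; some results filed as inactive show a strong effect at the top dose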
#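 AMA1 (3D7) with his tag at 25 nM final met compounds first, then biotinylated RON2 peptide at 25 nM; detection used donor plus acceptor beads, 10 µg/mL apiece, read by AlphaScreen after 30 min at room temperature.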
# HCV inh – inhibitors of hepatitis C virus infection | 340,000 compounds, 3.4% hits | Potency, µM (highest dose often 41.8 µM), inactives show at the top dose activity change, negative = inhibition, actives largely listed as inhibitors | Huh7.5.1 HCVcc-Cre infection, luciferase reporter, 44 h; note: potency is the fitted concentration of half-maximal effect
#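 Reporter virus HCVcc-Cre (~0.5 moi) infects cells exposed to compound; seeding density 1,000 cells/well with 4 h settling beforehand. Luminescence, 15 sec read, taken 44 h post-infection following a 15 min RT substrate incubation.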
# Active calls of the source: *; ? = inconclusive; nt = not tested or not shown; [ ] = dose if it differs, or a comment. Unless noted, calls come from the whole dose curve; as a rule, active = well fitted curve in the direction sought with a large enough effect; inconclusive = small, poorly fitted or top-dose-only effect, or another doubt; inactive = no such curve, though single readings can be large; an effect the other way counts as inactive or inconclusive. Unless noted, % is set by controls: 0 for no effect and ±100 for the full control effect.
# Order of values: AmpC detergent, Sm TGR block, HCMV inh, Giardia FBPA inh, AMA1 RON2 block, HCV inh
COC(=O)C1=C(c2ccc(OC(F)(F)F)cc2)C[C@@H]2CC[C@H]1N2C(=O)NCCO
→ 5%, -34%, 7, nt, -2%, 17%
COC(=O)c1cn(N(C)c2ncc(C(F)(F)F)cc2Cl)c(=O)c2ccccc12
→ 0%, 9%, -20, 1%, -7%, 0%
C=CCn1c(CCc2ccccc2)nnc1SCC(=O)OC
→ 2%, -31%, -5, -5%, 6%, 10%
COc1ccc(-c2csc3ncnc(N4CCN(c5cccc(C)c5C)CC4)c23)cc1
→ 7%, 14%, 0, -5%, -8%, ?
Cc1nc2ccccc2c(=O)n1-c1cccc(NC(=O)c2cccs2)c1
→ -10%, 4%, -27, nt, -11%, ?
COc1ccc(CNC(=O)c2ccccc2NC(=O)C2=CSCCO2)c(OC)c1
→ ?, -1%, -40, nt, -9%, ?
COc1cccc(/C=C(\C#N)C(=O)NC2CCS(=O)(=O)C2)c1 (configuration not stated)
→ -17%, -13%, ?, -1%, 7%, 33%[activator]
CN(NS(C)(=O)=O)c1ncc(C(F)(F)F)cc1Cl
→ 2%, 2%, 15, -24%, 18%, 16%
CC(OC(=O)CCCN=C1NS(=O)(=O)c2ccccc21)C(=O)Nc1ccc(F)c(F)c1F (configuration not stated)
→ -1%, 3%, 17, nt, -6%, 4%
COc1ccc(OCc2cccc(C(=O)Nn3cc([N+](=O)[O-])cn3)c2)cc1
→ -2%, -19%, 16, 2%, 23%, -1%
COc1cccc(N=Cc2c(O)c3ccccc3oc2=O)c1
→ 1%, 0%, 49, -13%, 17%, 19%
O=C(NCC1CCCO1)c1cc(S(=O)(=O)N2CCCCC2)ccc1Cl (configuration not stated)
→ 6%, 2.8µM*, -23, nt, 14%, 0%
Cc1ccc(-c2nc3c4ccccc4n(CC(=O)NCc4ccc(F)cc4)c(=O)n3n2)cc1
→ 3%, -1%, -11, nt, nt, nt
O=C(NC(Cc1ccccc1)C(=O)N1CCCC1C(=O)O)c1ccccc1 (configuration not stated)
→ -8%, -23%, -11, 2%, 7%, -6%
COc1ccc(-c2noc(-c3cccnc3NCc3ccco3)n2)cc1
→ 27%, 2%, 98, nt, nt, nt
O=c1c2ccccc2[nH]c(=S)n1CCN1CCCCC1
→ -4%, 13%, 32, -26%, 3%, 8%
COc1cnc(SCc2ccc(Cl)cc2)nc1Cl
→ -15%, -17%, 5, 8%, 71%[activator], 8%
Cc1ccc(S(=O)(=O)c2nc(S(C)(=O)=O)sc2N(C)Cc2ccccc2)cc1
→ 11%, ?, -35, nt, nt, nt
Cc1ccc(C(c2nnnn2CS(=O)(=O)c2ccc(C)cc2)N2CCC(C)CC2)cc1 (configuration not stated)
→ -6%, -3%, -11, -3%, 19%, -6%
C[N+](C)(C)C[C@H](O)CC(=O)[O-]
→ ?, 3%, 32, nt, -4%, 9%
COc1ccc(NC(=O)c2c(C(=O)Nc3ccccc3)sc3nc(C)cc(=O)n23)cc1
→ 11%, -31%, -19, nt, nt, nt
CCOC(=O)N1CCC(NC(=O)C(CC(C)C)NC(=O)C2CCC(C)CC2)CC1 (configuration not stated)
→ 1%, -24%, -14, -2%, -4%, -8%
CC(=O)c1ccc(Nc2ccc3cc(S(=O)(=O)N4CCCC4)ccc3n2)cc1
→ 3%, 7%, -11, nt, nt, nt
Cc1ccc(CNC(=O)CCCc2cn(C)c3ccccc23)cc1
→ -4%, 12%, 16, 5%, -4%, ?
Cc1ccc(N)cc1O
→ 0%, 6.3µM*, -25, nt, 11%, 4%
CCC(=O)C1=C(c2ccc(Cl)cc2)N(C(=O)CC)n2c(C)nnc2S1
→ -2%, -10%, -99*, nt, nt, nt
Cc1ccccc1OC(C)C(=O)Nc1ccc2c(c1)OCO2 (configuration not stated)
→ 2%, -17%, -6, nt, -7%, 1%
COc1cccc(/C=C/C(=O)Nc2ccc(C(=O)Nc3cccc(S(N)(=O)=O)c3)cc2)c1OC
→ 0%, 1%, -18, 0%, -4%, ?
CCCNC(=S)NNC(=O)c1cc(-c2cccnc2)nc2ccccc12
→ -14%, ?, 32, nt, 143%[activator], -17%
O=S(=O)(c1ccc(SCCO)nc1)N1CCOCC1
→ 7%, 11%, 13, nt, 3%, -10%
Nc1[nH]nc2nc3ccccc3cc12
→ -5%, -22%, -21, -2%, 0%, 18%
Cc1ccccc1C(=O)NCc1nnc(SCC(=O)N2c3ccccc3Sc3ccccc32)n1C
→ ?, 0%, -17, 6%, -1%, ?
CCOC(=O)c1cc2cc3ccccc3cc2[nH]1
→ -7%, 7%, 34, ?, 36%[activator], 0%
CC(/C=C/c1ccco1)=N/NC(=O)C1COc2ccccc2O1 (configuration not stated)
→ 11%, 0%, 27, -11%, 56%[activator], 4%
Cc1ccc2c(c1)N(C(C)C(=O)N1CCC3(CC1)OCCO3)C(=O)CO2 (configuration not stated)
→ -1%, -8%, ?, -5%, -1%, 5%
O=C(Nc1ccccc1)/C(=C\c1ccccc1)NC(=O)c1ccco1
→ -9%, 5%, 18, 4%, 2%, 0%
COc1cccc(NC(=O)C2CCN(c3nc4ccccc4nc3C(F)(F)F)CC2)c1
→ 4%, 6%, -16, nt, nt, nt
Cc1cccc(NC(=O)CSc2nnc(CNC(=O)c3ccco3)n2C)c1C
→ -2%, -1%, -33, nt, -1%, 10%
FC(F)(F)c1nnc(N2CCN(c3ccc(Cl)cc3)CC2)s1
→ -3%, 12%, 77, 8%, -5%, 23%
Cc1cc(C)nc(NS(=O)(=O)c2ccc(NC(=O)c3cc(=O)c4ccccc4o3)cc2)n1
→ 4%, 4%, 54, nt, -4%, 18%
O=C(O)COc1ccc(/C=N/NC(=O)/C(=C/C=C/c2ccccc2)NC(=O)c2ccccc2)cc1
→ ?, -22%, -13, 2%, 31%[activator], 0%
Cc1n[nH]c(=O)c2c(NC(=O)COC(=O)c3ncc(Cl)c(Cl)c3Cl)oc(C)c12
→ -9%, 16µM*, -6, nt, 15%, 11%
O=C(Cc1ccccc1)Nc1ccc(C(=O)NCC2COc3ccccc3O2)cc1 (configuration not stated)
→ -2%, -13%, 44, 2%, 0%, -22%
CC(OC(=O)C(C)Oc1ccccc1)C(=O)Nc1ccc(S(=O)(=O)N2CCCCC2)cc1 (configuration not stated)
→ 4%, 0%, ?, nt, -3%, -1%
C=CCn1c(SCC(=O)NCCOC)nnc1-c1cc2c(s1)CCC(CC)C2 (configuration not stated)
→ -4%, -3%, -17, -2%, 2%[11.6 µM], -13%
CCC(=O)Nc1ccc(C(=O)COC(=O)c2sc(C)nc2C)cc1
→ -11%, 5%, -18, nt, 2%, 22%
CN(C(=O)C(=O)c1cn(CC(=O)N2CCCC2)c2ccccc12)C1CCCCC1
→ -1%, 0%, -25, 10%, -4%, 16%
CCCCN(C(=O)C1=CC=CN2CCS(=O)(=O)N=C12)c1ccccc1
→ -5%, -8%, 37, nt, -7%, 1%
COc1ccc(S(=O)(=O)N2CCN(Cc3cc4c(cc3Br)OCCO4)CC2)cc1
→ nt, nt, -11, nt, -15%, ?
CCOC(=O)c1c(C)n(C)c2ccc(OCC(O)CN3CCN(C)CC3)cc12 (configuration not stated)
→ ?, 2%, 42, -14%, 0%, -9%
CCN(c1ccc(C)c(C)c1)S(=O)(=O)c1c(C)[nH]c(=O)[nH]c1=O
→ -8%, 47%[activator], 7, -7%, 0%, -10%
COc1ccc(-n2nnc3c(SCC(=O)OCc4ccccc4)ncnc32)cc1
→ 1%, 5%, -4, -3%, 3%, 5%
O=C(CN1C(=O)NC2(CCc3ccccc32)C1=O)NCC(=O)Nc1ccc(F)cc1 (configuration not stated)
→ ?, -2%, -12, nt, 0%, -13%
COc1ccccc1C(=O)Nn1cnc2ccccc2c1=O
→ -2%, 11%, 14, 1%, 5%, -11%
Cc1[nH]c(=S)[nH]c(=O)c1CCCO
→ 3%, 8%, 45, -30%, -11%, 3%
O=C(c1ccccc1)N1CCN(C(=S)NCc2ccco2)CC1
→ 4%, 3%, 22, -9%, -6%, -2%
COCCN(C(=S)Nc1cccc(C)c1C)C(C)c1ccco1 (configuration not stated)
→ -7%, -15%, -6, -1%, 5%, 7%
O=C(OCC(=O)N1CCCCC1)c1ccc2c(c1)C(=O)N(Cc1ccco1)C2=O
→ 1%, ?, -6, nt, -7%, 11%

# Reformatted as labelled records: part of the list above
COc1ccc(S(=O)(=O)N2CCN(Cc3cc4c(cc3Br)OCCO4)CC2)cc1
- AmpC detergent: nt
- Sm TGR block: nt
- HCMV inh: -11
- Giardia FBPA inh: nt
- AMA1 RON2 block: -15%
- HCV inh: ?
Cc1ccccc1C(=O)NCc1nnc(SCC(=O)N2c3ccccc3Sc3ccccc32)n1C
- AmpC detergent: ?
- Sm TGR block: 0%
- HCMV inh: -17
- Giardia FBPA inh: 6%
- AMA1 RON2 block: -1%
- HCV inh: ?

# Structures from the list above that have fluorine:
# Order of values: AmpC detergent, Sm TGR block, HCMV inh, Giardia FBPA inh, AMA1 RON2 block, HCV inh
COC(=O)C1=C(c2ccc(OC(F)(F)F)cc2)C[C@@H]2CC[C@H]1N2C(=O)NCCO
→ 5%, -34%, 7, nt, -2%, 17%
COC(=O)c1cn(N(C)c2ncc(C(F)(F)F)cc2Cl)c(=O)c2ccccc12
→ 0%, 9%, -20, 1%, -7%, 0%
CN(NS(C)(=O)=O)c1ncc(C(F)(F)F)cc1Cl
→ 2%, 2%, 15, -24%, 18%, 16%
CC(OC(=O)CCCN=C1NS(=O)(=O)c2ccccc21)C(=O)Nc1ccc(F)c(F)c1F (configuration not stated)
→ -1%, 3%, 17, nt, -6%, 4%
Cc1ccc(-c2nc3c4ccccc4n(CC(=O)NCc4ccc(F)cc4)c(=O)n3n2)cc1
→ 3%, -1%, -11, nt, nt, nt
COc1cccc(NC(=O)C2CCN(c3nc4ccccc4nc3C(F)(F)F)CC2)c1
→ 4%, 6%, -16, nt, nt, nt
FC(F)(F)c1nnc(N2CCN(c3ccc(Cl)cc3)CC2)s1
→ -3%, 12%, 77, 8%, -5%, 23%
O=C(CN1C(=O)NC2(CCc3ccccc32)C1=O)NCC(=O)Nc1ccc(F)cc1 (configuration not stated)
→ ?, -2%, -12, nt, 0%, -13%

# Screening results as filed in PubChem.
